# Compound activity from PubChem BioAssay.
# Jurkat NFkB inh – inhibitors of induced NF-kB luciferase reporter, primary screen, TCR NF-kB activation inhibitor project, cell-based, luminescence, uHTS; 330,000 tested, 0.53% active; Jurkat, PMA/ionomycin-induced NF-kB luciferase reporter; inhibition, % at 4 µM; AID 435003, 2010; in the data active means inhibition above about 50%
# tim10-1 inh – growth inhibitors of tim10-1 mutant yeast, primary screen, luminescence, uHTS | S. cerevisiae tim10-1 ts strain growth, BacTiter-Glo, 24 h | inhibition, % at 20 µM | 330,000 tested, 2.2% active;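 active means inhibition of at least 40%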;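 further: mutant grown at 25 °C; 0% = DMSO wells with yeast and 100% = wells holding no yeast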
# Mdm2-MdmX inh – inhibitors of human Mdm2-MdmX association, primary screen, cell-based, luminescence, split luciferase, SaOS-2, uHTS | Protein Mdm4 (Homo sapiens) + E3 ubiquitin-protein ligase Mdm2 (Homo sapiens), … | SaOS-2 split-luciferase Mdm2/MdmX complementation | inhibition, % at 8 µM | 330,000 tested, 3% active | AID 485346, 2010;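 active means inhibition of at least 50% at 8 µM in the primary screen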
# Target sequence (O15151 whole entry, looked up): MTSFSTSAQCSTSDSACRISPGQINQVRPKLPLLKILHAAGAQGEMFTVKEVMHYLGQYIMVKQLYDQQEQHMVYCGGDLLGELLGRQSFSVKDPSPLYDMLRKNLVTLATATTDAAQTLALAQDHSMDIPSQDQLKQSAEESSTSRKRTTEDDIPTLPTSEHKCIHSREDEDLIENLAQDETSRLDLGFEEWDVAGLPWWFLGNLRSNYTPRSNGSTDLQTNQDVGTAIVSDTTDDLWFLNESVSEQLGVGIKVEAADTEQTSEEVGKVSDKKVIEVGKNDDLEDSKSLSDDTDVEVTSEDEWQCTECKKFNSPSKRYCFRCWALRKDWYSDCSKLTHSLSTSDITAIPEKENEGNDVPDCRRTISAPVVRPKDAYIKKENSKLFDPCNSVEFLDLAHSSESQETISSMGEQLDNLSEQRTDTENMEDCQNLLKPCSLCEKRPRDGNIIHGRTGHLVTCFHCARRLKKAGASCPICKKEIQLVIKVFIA
# Target sequence (Q00987 whole entry, looked up): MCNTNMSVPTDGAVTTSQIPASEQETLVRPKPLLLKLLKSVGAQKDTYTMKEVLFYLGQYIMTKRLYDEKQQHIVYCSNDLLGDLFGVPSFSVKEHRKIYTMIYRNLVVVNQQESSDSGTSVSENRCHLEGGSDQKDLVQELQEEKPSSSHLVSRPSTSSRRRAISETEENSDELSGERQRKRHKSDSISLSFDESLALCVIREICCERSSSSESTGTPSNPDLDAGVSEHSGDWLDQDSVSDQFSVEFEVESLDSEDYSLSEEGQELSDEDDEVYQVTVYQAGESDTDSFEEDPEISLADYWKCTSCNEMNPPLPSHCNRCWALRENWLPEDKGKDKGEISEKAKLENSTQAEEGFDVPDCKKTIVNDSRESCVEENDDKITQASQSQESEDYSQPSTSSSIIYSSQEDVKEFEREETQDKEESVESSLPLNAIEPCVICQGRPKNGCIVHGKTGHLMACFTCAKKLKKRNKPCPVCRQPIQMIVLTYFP
# 697 NFkB inh – inhibitors of PMA/ionomycin-induced NF-kB reporter, 697 cells, primary screen, B-cell NF-kB inhibitor project, cell-based, luminescence, uHTS | 697 B-cell NF-kB luciferase reporter, 16 h | inhibition, % at 4 µM | AID 435022, 2010 | 330,000 tested, 0.33% active; in the data active means inhibition above about 35%
# CHOP UPR activ – activators of apoptotic CHOP UPR arm, primary screen, cell-based, CHO-CHOP luciferase reporter, luminescence, uHTS; 330,000 tested, 0.34% active; AID 449763, 2010; UPR activation; percent of tunicamycin response over DMSO baseline; activation, % at 10 µM;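 active means at 10 µM dose, activation of 40% or more, normalized to positive control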;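 further: 100% = tunicamycin at 10 µg/mL and 0% = DMSO alone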
#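 measured by = luciferase luminescence | assay system = CHO-CHOP cells, stable luciferase reporter of PERK-eIF2a-CHOP signalling | amount = 500 reporter cells seeded per well | timing = 6 h compound exposure at 37 °C after overnight seeding | controls = positive tunicamycin 10 µg/mL, negative DMSO alone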
# XBP1 UPR activ – activators of adaptive XBP1 UPR arm, primary screen, cell-based, CHO-XBP1 luciferase reporter, luminescence, uHTS; IRE1-XBP1 UPR activation; percent of tunicamycin response, DMSO as zero; activation, % at 20 µM; 330,000 tested, 0.33% active; AID 463104, 2010;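 active means versus positive control, 20 µM dose yields 30% or more activation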;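 further: 100% = tunicamycin at 10 µg/mL and 0% = DMSO only wells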
#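 incubation = overnight seeding at 37 °C, 6 h compound treatment at 37 °C | assay system = CHO-XBP1 cells stably carrying IRE1-XBP1-driven luciferase reporter | input = 1000 cells per well | detection = luciferase luminescence | dosing = single point, 20 µM final compound, 1% DMSO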
# tim23-1 inh – growth inhibitors of tim23-1 mutant yeast, primary screen, luminescence, uHTS; 330,000 tested, 1.3% active; S. cerevisiae tim23-1 growth, BacTiter-Glo luminescence, 24 h; inhibition, % at 20 µM;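 active means growth inhibition of the mutant yeast at or above 50%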;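 further: temperature-sensitive mutant grown at 25 °C; plate controls were DMSO-treated mutant yeast for no effect and medium wells lacking yeast for full effect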
# TIM10 inh – growth inhibitors of isogenic TIM10 control yeast, primary screen, counter-screen for tim10-1 yeast inhibitor project, luminescence, uHTS; S. cerevisiae TIM10 strain growth, BacTiter-Glo luminescence, 24 h; inhibition, % at 10 µM; 330,000 tested, 1.4% active; AID 463195, 2010;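 active means inhibition of 40% or more at the single tested concentration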;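 further: wild-type TIM10 isogenic control strain grown at permissive 25 °C; 0% = DMSO yeast wells and 100% = minimal medium wells without yeast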
# * = called active by the depositor. Compounds as they come, and some 6.6% of all compounds hit somewhere here.
SMILES,Jurkat NFkB inh,tim10-1 inh,Mdm2-MdmX inh,697 NFkB inh,CHOP UPR activ,XBP1 UPR activ,tim23-1 inh,TIM10 inh
CCOC(=O)Cc1c(C)nc2c(C#N)c(C)nn2c1C,6,4,2,7,1.6,-1,6,1
O=C(N/N=C\c1coc2ccccc2c1=O)c1ccco1,-4,-48,14,0,1.1,0,21,-9
CCCCN1C(=S)SC(C)(C)C1/[N+]([O-])=C/c1ccc(S(=O)(=O)NC)cc1 (stereo not drawn),-4,9,3,14,2.2,1,3,-10
Cc1ccc(-n2ccn(CC(=O)NCCc3ccccc3)c(=O)c2=O)cc1C,-26,-2,-9,-25,2.7,3,-9,-11
Cc1ccc(N(CC(O)CON=C2c3ccccc3-c3ccccc32)S(C)(=O)=O)cc1 (stereo not drawn),4,34,40,11,-0.8,-3,34,23
Cc1ccc(N(CC(=O)NC(C)C)C(=O)CCC(=O)Nc2nccs2)cc1,-13,-6,5,3,-2.3,-5,-10,2
Cc1ccc(SCC(=O)NCC2COc3ccccc3O2)cc1 (stereo not drawn),-17,28,-24,1,4.8,0,32,-7
CC(C)(C)OC(=O)N1CCC(NC(=O)c2nc[nH]c2C(=O)N2CCN(C(=O)OC(C)(C)C)CC2)CC1,-5,5,9,9,0.6,-3,-13,7
Cc1cc(=O)[nH]c(SC(C(=O)O)c2ccccc2)n1 (stereo not drawn),0,12,6,-5,-1.1,-1,3,1
Cc1c(C(=O)N2CCCCC2)c(S(=O)(=O)N2CCN(c3ccccc3F)CC2)c(C)n1C,-12,8,9,-7,-0.8,-6,6,4
CCCN1CCN(C(=O)c2cc(COc3ccc4ncccc4c3)on2)CC1,39,9,8,-17,6.9,-3,-16,-11
O=P(Cc1ccccn1)(c1ccccc1)c1ccccc1,11,1,-11,2,-1.1,0,1,8
CC(C)c1ccc(Nc2nnc(SCC(=O)Nc3ncc(S(=O)(=O)c4ccc([N+](=O)[O-])cc4)s3)s2)cc1,-27,-2,44,-62,1.3,-3,-7,9
Cc1ccc(N2CCN(S(=O)(=O)N(C)C)CC2)c(C)c1,-4,17,-19,4,2.6,4,19,2
COc1ccc(NC(=O)CN(C)C(=O)C(NC(=O)c2ccco2)C(C)C)cc1 (stereo not drawn),-11,-22,12,-5,-0.6,2,-10,-5
Cc1ccc(Cn2nnc3c(=O)n(CC(=O)N4CCCc5ccccc54)cnc32)cc1,10,4,21,0,-2.3,0,1,5
COc1ccc2nc(NC(=O)CS(=O)(=O)Cc3ccccc3)sc2c1,-3,-22,3,-4,1.0,3,-19,2
Cc1ccc(NC(=O)C(C)N2C(=O)c3ccccc3C2=O)cc1 (stereo not drawn),0,-3,-10,17,-6.3,-1,-4,-8
O=C(c1cccs1)N1CCN(C23CC4CC(CC(C4)C2)C3)CC1,4,-12,24,14,-0.2,-1,-1,7
COc1ccc(/C=N/NC(=O)CNC(=O)/C=C/c2ccco2)cc1OC,8,-19,18,3,1.3,-4,-11,8
C/C(=N\NC(=O)C(=O)Nc1ccc(C)c(Cl)c1)c1ccncc1,10,11,6,25,3.9,1,1,5
CCN(CCCNC(=O)Cn1ncc2c([nH]c3ccc(C)cc32)c1=O)c1cccc(C)c1,-3,-8,15,-13,-0.1,-6,-4,-14
Cc1cc(C)n(CC(=O)NNC(=O)c2ccc(S(C)(=O)=O)cc2)n1,-2,-2,19,16,-0.7,0,1,-1
O=C(CNCCc1ccc(Cl)cc1)Nc1ccc(C(=O)N2CCCCC2)cc1,-5,18,24,-10,1.8,-3,24,11
CC(OC(=O)CNC(=O)c1cccc(F)c1)C(=O)NC1CCCCC1C (stereo not drawn),-2,-1,8,-7,1.4,-2,-11,3
Cc1ccccc1-n1c(SCC(=O)N2CCCC2)nnc1-c1ccccn1,-5,18,2,-7,0.4,-2,12,21
C/C(=N\Nc1cccc([N+](=O)[O-])c1)c1ccccc1O,-59,1,-85,11,4.7,7,32,13
O=C(NCc1ccc(F)cc1)NC(=O)c1ccc(Cl)cc1,3,-14,13,9,2.1,1,-4,-17
COc1ccc(CCNC(=O)C2CCCN2C(=O)Nc2ccc(Cl)cc2)cc1OC (stereo not drawn),1,-10,11,14,-1.0,-5,-10,3
COc1cc(/C=N/NC(=O)c2cccnc2)ccc1OC(=O)c1cc(OC)c(OC)c(OC)c1,8,2,21,13,3.4,12,3,15
O=C(c1ccccc1)N1CCCc2ccccc21,9,12,-6,6,-0.9,-2,3,8
O=C(c1ccc(Cl)cc1)N(Cc1cccs1)C1CCS(=O)(=O)C1 (stereo not drawn),15,9,13,7,0.5,-2,9,15
CC(Oc1ccc2c(-c3ccccc3)cc(=O)oc2c1)C(=O)N[C@H](Cc1c[nH]c2ccccc12)C(=O)O (stereo partly drawn),-12,3,7,22,-0.9,-2,-6,-2
CCC(/C=N/NC(=O)CCCCC(=O)N/N=C/C(CC)CC)CC,-3,14,-5,-27,1.4,2,8,-5
COc1ccc(C(=O)C2CCCN(Cc3cccn3-c3ccccn3)C2)c(C)c1 (stereo not drawn),19,14,46,-17,-1.9,-1,9,4
CCOC(=O)N=S(N)(=O)c1ccccc1 (stereo not drawn),-4,9,2,8,-0.8,0,1,26
Cc1ccc(C)c(OC(=O)c2cccnc2)c1,3,-7,-5,11,-0.3,-1,-3,-6
O=S(=O)(Nc1cccc(-c2ccc(N3CCOCC3)nn2)c1)c1ccc(Cl)c(Cl)c1,-4,13,-21,-19,4.2,-1,22,9
NS(=O)(=O)c1ccc(N=NN2CCCCC2)cc1,-32,12,-7,-37,7.2,8,6,10
Cc1ccccc1C(=O)c1cccn1CC(=O)NC(C)c1ccc2c(c1)OCCO2 (stereo not drawn),-5,17,12,-1,0.5,1,12,12
Cc1cnc(C(=O)OCC(=O)NC23CC4CC(CC(C4)C2)C3)cn1,2,28,22,16,-0.2,-1,24,18
O=C(COc1ccc(Cl)cc1)N1CCN(c2ccc([N+](=O)[O-])c(N3CCOCC3)c2)CC1,8,11,7,9,0.4,-4,13,20
COc1ccc(S(=O)(=O)Cc2ccc(C(=O)N3CCC(C(N)=O)CC3)o2)cc1,9,12,33,5,0.0,-1,-5,9
CN(C)S(=O)(=O)c1cccc(COC(=O)c2cnccn2)c1,11,-4,7,9,1.2,1,-3,-1
O=C(c1ccncc1)N1CCN(c2ccc3ccccc3n2)CC1,12,2,4,-5,0.0,0,-1,2
CC(=O)NC(CC(C)C)C(=O)NC(=O)NCc1ccccc1 (stereo not drawn),3,10,3,15,0.0,2,12,8
CCOc1ccccc1Nc1nnc(Cc2ccccc2Cl)c(=O)[nH]1,2,7,9,20,-1.2,-1,7,7
CC(=O)Nc1ccc(S(=O)(=O)N(C)CC(=O)Nc2ccccc2N2CCCC2)cc1,2,14,4,10,2.3,-1,21,3
CCC(Sc1ccc2nnc(-c3cccnc3)n2n1)C(=O)OC (stereo not drawn),10,1,6,13,-1.4,1,10,-11
Cc1ccc(C(=O)NC(=C(Cl)Cl)S(=O)(=O)c2ccccc2)cc1,1,30,11,-4,2.4,2,36,28

# Further structures
SMILES,Jurkat NFkB inh,tim10-1 inh,Mdm2-MdmX inh,697 NFkB inh,CHOP UPR activ,XBP1 UPR activ,tim23-1 inh,TIM10 inh
Cc1ccc(Oc2cc(C#N)c(C#N)cc2-n2nnc3ccccc32)cc1C,-17,14,14,-44,-2.0,4,7,2
Cc1ccccc1C(=O)/C=C1\NC(=O)CS1,-7,6,2,10,-0.1,3,12,8
CCN(CC)S(=O)(=O)c1ccc(N2CCOCC2)c(NC(=O)c2ccc(=O)[nH]c2)c1,1,-9,13,14,0.1,-2,3,-5
CCOc1ccc(S(=O)(=O)c2c(C(=O)c3ccc(C)cc3)cnc3cc4c(cc23)OCCO4)cc1,9,30,30,-8,0.5,-7,38,28
N/C(=N\OC(=O)c1cccc(Br)c1)c1ccncc1,-19,41*,-38,-43,2.6,10,12,11
CN(c1ccccc1)S(=O)(=O)c1cccc(C(=O)OCC(=O)NCc2ccc3c(c2)OCO3)c1,9,35,10,9,-0.1,-3,24,-1
C=CCSc1nc2sc(C)c(C)c2c(=O)n1N,5,-3,16,13,0.1,0,1,-11
CC(OC(=O)CNC(=O)c1ccco1)C(=O)Nc1ccc(Cl)cn1 (stereo not drawn),12,-14,13,5,-1.5,1,-13,0
O=C(C1CN(S(=O)(=O)c2ccccc2)CCN1S(=O)(=O)c1ccccc1)N1CCCCCC1 (stereo not drawn),1,6,-6,0,-2.4,-2,3,20

# Structures from the list above containing a halogen (13):
SMILES,Jurkat NFkB inh,tim10-1 inh,Mdm2-MdmX inh,697 NFkB inh,CHOP UPR activ,XBP1 UPR activ,tim23-1 inh,TIM10 inh
Cc1c(C(=O)N2CCCCC2)c(S(=O)(=O)N2CCN(c3ccccc3F)CC2)c(C)n1C,-12,8,9,-7,-0.8,-6,6,4
C/C(=N\NC(=O)C(=O)Nc1ccc(C)c(Cl)c1)c1ccncc1,10,11,6,25,3.9,1,1,5
O=C(CNCCc1ccc(Cl)cc1)Nc1ccc(C(=O)N2CCCCC2)cc1,-5,18,24,-10,1.8,-3,24,11
CC(OC(=O)CNC(=O)c1cccc(F)c1)C(=O)NC1CCCCC1C (stereo not drawn),-2,-1,8,-7,1.4,-2,-11,3
O=C(NCc1ccc(F)cc1)NC(=O)c1ccc(Cl)cc1,3,-14,13,9,2.1,1,-4,-17
COc1ccc(CCNC(=O)C2CCCN2C(=O)Nc2ccc(Cl)cc2)cc1OC (stereo not drawn),1,-10,11,14,-1.0,-5,-10,3
O=C(c1ccc(Cl)cc1)N(Cc1cccs1)C1CCS(=O)(=O)C1 (stereo not drawn),15,9,13,7,0.5,-2,9,15
O=S(=O)(Nc1cccc(-c2ccc(N3CCOCC3)nn2)c1)c1ccc(Cl)c(Cl)c1,-4,13,-21,-19,4.2,-1,22,9
O=C(COc1ccc(Cl)cc1)N1CCN(c2ccc([N+](=O)[O-])c(N3CCOCC3)c2)CC1,8,11,7,9,0.4,-4,13,20
CCOc1ccccc1Nc1nnc(Cc2ccccc2Cl)c(=O)[nH]1,2,7,9,20,-1.2,-1,7,7
Cc1ccc(C(=O)NC(=C(Cl)Cl)S(=O)(=O)c2ccccc2)cc1,1,30,11,-4,2.4,2,36,28
N/C(=N\OC(=O)c1cccc(Br)c1)c1ccncc1,-19,41*,-38,-43,2.6,10,12,11
CC(OC(=O)CNC(=O)c1ccco1)C(=O)Nc1ccc(Cl)cn1 (stereo not drawn),12,-14,13,5,-1.5,1,-13,0
